Assay outcomes (PubChem)
AMA1-RON2 inh: AMA1-RON2 (P. falciparum) interaction inhibition; Potency, µM (doses to about 58.2 µM), without a hit: at the highest dose activity change, negative = inhibition, usual class: inhibitors; AID 720542; hit rate 0.2% among 360,000; AlphaScreen AMA1-biotinylated RON2 peptide binding; active = well fitted inhibition curve with a large enough effect; inconclusive = small, poorly fitted or top-dose-only effect; inactive = no such curve, though single readings can be large or run the other way;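 also: potency is read from the fitted curve at half-maximal effect; 0% = vehicle wells and -100% = peptide control; nearly all actives have a fitted effect of over 45% in size; some results filed as inactive show a strong effect at the top dose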
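AMA1 (3D7) with his tag at 25 nM final met compounds first, then biotinylated RON2 peptide at 25 nM; detection used donor plus acceptor beads, 10 µg/mL apiece, read by AlphaScreen after 30 min at room temperature.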
HCMV antiviral: inhibitors of human cytomegalovirus; HFF cells, HCMV-luciferase reporter, 72 h; active compounds read low; hit rate 4.5% among 410,000; activity change, negative = inhibition, % at 57.5 µM; AID 1259415; in the data active = activity change below about -60%; inconclusive = no clear call, values can overlap the other calls; inactive = above about -39%
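Steps: HFFs plated, 16 h 37C; compounds added; HCMV-luciferase added to MOI 1 PFU/cell; 72 h 37C; OneGlo reagent, 5 min room temperature; luminescence read, normalized to controls.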
Numbers without * were called inactive; ? = inconclusive; [ ] = remark or other dose. Unless noted, % is scaled to controls: 0 for no effect and ±100 for the full control effect.

Sample of the layout, 2 compounds:
SMILES | AMA1-RON2 inh | HCMV antiviral
COc1ccc(Cl)cc1C(=O)NC1CC(C)(C)NC(C)(C)C1 | -3% | -8
COc1ccc(-c2nc3cc(C)c(Br)c(C)n3c2CC(C)(C)C)cc1OC | -19% | -27

All compounds of this part, previewed entries included:
SMILES | AMA1-RON2 inh | HCMV antiviral
COc1ccc(Cl)cc1C(=O)NC1CC(C)(C)NC(C)(C)C1 | -3% | -8
COc1ccc(-c2nc3cc(C)c(Br)c(C)n3c2CC(C)(C)C)cc1OC | -19% | -27
COc1cc(C)ccc1OCCCOc1cc(C)ccc1Cl | 58%[activator] | 15
COc1ccc(-c2nc3c4ccccc4ccn3c2Cc2ccsc2)cc1OC | -24% | 76
COCCNC(=O)C1(C)CCN(Cc2ccccc2C#N)C1 (stereo not given) | -9% | 7
O=C(c1ccccc1)N(C(=O)c1ccccc1)c1ccccc1 | 0% | -16
CCOC(=O)C1(C)CCCN1C(=O)c1ccccc1F (stereo not given) | -2% | -6
COCC(=O)N(C)[C@H]1C[C@H]2c3cc(-c4ccccc4)ccc3CCN2C(=O)[C@H]1[C@H](C)O | 0% | 2
COC(=O)c1ccc2nc(-c3cccc(Br)c3)c(Cc3ccccc3OC)n2c1 | 10% | 6
COc1ccc(Cn2cc(CN3CCc4onc(-c5ccccc5OC)c4C3=O)nn2)cc1 | 1% | 1
C#CCN1C=CC(=O)[C@@H](OC(=O)Nc2ccc(Cl)cc2)[C@H]1c1ccccc1Br | -5% | 25
C#CCn1cc(CNC[C@H]2O[C@@H](n3cnc4c(=O)[nH]c(N)nc43)[C@H](O)[C@@H]2O)c2ccccc21 | 8% | 0
O=c1c2cc(C(F)(F)F)ccc2sn1-c1ccccc1 | 8% | ?
CN(Cc1ccccc1)C(=O)c1cccc(NC(=O)Cc2ccc(NC(=O)C3CCCN(C(=O)c4ccccc4)C3)cc2)c1 (stereo not given) | -3% | -3
Clc1cccc(CNc2ccn3nc(-c4cccs4)cc3n2)c1 | 14% | 48
CCO[C@@H]1OC(C(=O)O)=C[C@H](c2cn(C(C)=O)c3ccccc23)[C@H]1CCCO | -4% | 1
COCCn1c(=O)[nH]c2cc(C(=O)N3CCN(Cc4ccc5c(c4)OCO5)CC3)ccc2c1=O | -6% | ?
O=C(Nc1ccc(Nc2ccccc2)cc1)c1ccc(Cl)cc1 | -15% | ?
COC(=O)c1ccc2nc(-c3ccco3)c(Cc3ccccc3C(F)(F)F)n2c1 | 7% | 38
CCCC(=O)N1CCOCC1c1cc(C(=O)NCc2ccccc2)no1 (stereo not given) | 11% | -11
COc1ccc(/C=C/C(=O)OCC(=O)Nc2nnc(-c3ccccc3)o2)c(OC)c1 | 148%[activator] | -20
CCOC(=O)C1(C)CCCN1C(=O)c1ccc(Cl)nc1 (stereo not given) | 9% | 7
CC1(c2nnnn2C2CCCC2)CCC(=O)N1c1ccc2c(c1)OCCO2 (stereo not given) | -1% | 1
COc1ccc(CCNC(=O)CNC(=O)N2CC(=O)Nc3ccccc32)cc1 | -4% | -12
CC(=O)Nc1ccc(CN(C)c2c(C)nc3ccc(C(=O)NCCCN4CCCC4=O)cn23)cc1 | -1% | -14
CCN1C(=O)CC2CCCC1C2 (stereo not given) | 5% | 3
COc1cccc(C(O)c2nc(-c3ccccc3OC)cs2)c1 (stereo not given) | 5% | -34
CCN(c1ccccc1)S(=O)(=O)c1cccc(C(=O)Nc2cccc(C)n2)c1 | 3% | -14
Cc1cccc(C)c1-n1nnnc1C1(C)CCC(=O)N1C1CCN(Cc2ccccc2)CC1 (stereo not given) | 9% | 16
O=C(NCc1cccc(C(F)(F)F)c1)c1c[nH]c(=O)s1 | 7% | -17
CN(C)C(CNC(=O)c1cccc(S(=O)(=O)N2CCN(c3ccc(F)cc3)CC2)c1)c1ccccc1 (stereo not given) | ? | ?
CCN(CC)C(=O)C1=C(C)N(Cc2ccc(OC)cc2)C(=O)C(CC(=O)NC2CCCCC2)C1 (stereo not given) | 7% | -5
O=C1NCCSC1c1ccccc1 (stereo not given) | 13% | -6
CC(O)(Cc1ccccn1)Cc1ccccn1 | 52%[activator] | 1
CCOc1ccc(Cl)cc1-c1cc(C(=O)NC(C)C)[nH]n1 | -9% | 35
O=C(Nc1cccc(OC(F)(F)F)c1)[C@@H]1O[C@H](CO)[C@H](O)[C@H](O)[C@H]1O | 2% | -34
COc1ccc(Cl)cc1NS(=O)(=O)c1cccc(C(=O)NC2CCN(Cc3ccccc3)CC2)c1 | 0% | -13
CCN(C(=O)CSc1nnc(COc2ccccc2F)n1N)c1c(N)n(Cc2ccccc2)c(=O)[nH]c1=O | -4% | ?
O=[N+]([O-])c1ccc(Cl)cc1C=NNc1ccccn1 | 23% | 43
COc1cccc(CN(C)C[C@@H]2OCc3ccccc3-c3c(n(C)c4ccccc34)C(=O)N([C@@H](C)CO)C[C@H]2C)c1 | 12% | -105*
C[C@H]1CN([C@@H](C)CO)C(=O)CCCn2nncc2CO[C@@H]1CN(C)S(=O)(=O)c1ccc2ccccc2c1 | 1% | -15
COCOCCn1cc(CN2CCS(=O)(=O)N(Cc3ccc(-c4ccc(Cl)cc4)cc3)C(C(C)C)C2=O)nn1 (stereo not given) | -1% | -2
COc1cc(C)ccc1S(=O)(=O)NC(=O)C1(C)CCN1C(=O)C1(c2ccc(Cl)cc2)CCC1 (stereo not given) | -5% | 31
COc1ccc2c(c1)C(C)(Cc1ccc(C(=O)c3ccccc3)cc1)C(=O)N2 (stereo not given) | ? | -22
CC(C)CNC(=O)C1(C)CCCN1C(=O)C(C)(C)Oc1ccc(Cl)cc1 (stereo not given) | -2% | 39

Complete entries as entered above. Values in the order: AMA1-RON2 inh | HCMV antiviral
CCN(C(=O)CSc1nnc(COc2ccccc2F)n1N)c1c(N)n(Cc2ccccc2)c(=O)[nH]c1=O is entered as -4% | ?
COc1ccc2c(c1)C(C)(Cc1ccc(C(=O)c3ccccc3)cc1)C(=O)N2 (stereo not given) is entered as ? | -22
COc1cccc(CN(C)C[C@@H]2OCc3ccccc3-c3c(n(C)c4ccccc34)C(=O)N([C@@H](C)CO)C[C@H]2C)c1 is entered as 12% | -105*
CCN(CC)C(=O)C1=C(C)N(Cc2ccc(OC)cc2)C(=O)C(CC(=O)NC2CCCCC2)C1 (stereo not given) is entered as 7% | -5

Carrying on.
SMILES | AMA1-RON2 inh | HCMV antiviral
OC[C@@H]1CN(Cc2ccc(F)cc2)C[C@H](n2cnc3c(NCc4ccco4)ncnc32)O1 | -12% | 17
CC(=O)c1ccc(N=Nc2c(C)[nH][nH]c2=O)cc1 | 7% | 9
CCN(C(=O)CN1CCCc2cc(C)ccc21)c1c(N)n(Cc2ccccc2)c(=O)[nH]c1=O | -4% | 43
COC(=O)CCCC[C@@H]1O[C@H](CCc2ccccc2)CC2=C1C(=O)OC(C)(C)O2 | -4% | -1
O=C(Cc1ccccc1[N+](=O)[O-])NCC(=O)c1ccc2c(c1)OCO2 | 10% | -37
COC(=O)C(C(=O)OC)c1ccccc1NS(=O)(=O)c1ccc(C)cc1 | -4% | 18
C[C@H](O)[C@@H]1C(=O)N2CCc3c([nH]c4ccccc34)[C@@H]2C[C@@H]1N(C)Cc1ccc2c(c1)OCO2 | 7% | 19
CCOC(=O)C1=C(COC(=O)C2CC(=O)N(c3ccccc3CC)C2)NC(=O)NC1C (stereo not given) | -9% | -10
COc1cc(C(=O)N(Cc2ccccc2)c2cccc(C)c2)ccc1OCC(=O)N1CCOCC1 | -14% | 5
CC(=O)C(C(c1ccccc1)N1CCCc2ccccc21)N1CCOCC1 (stereo not given) | -10% | 7
O=C(NCc1ccco1)Nc1cccc2ccccc12 | -3% | -3
COC(=O)[C@]12CCCCC=C1N(CCC1=CCCCC1)C(=O)[C@H](CC(=O)NCC13CC4CC(CC(C4)C1)C3)C2 | -8% | 9
c1ccc(Nc2ccc3ccccc3c2)cc1 | 4% | ?
COc1ccccc1C#Cc1cnc2c(c1)C(=O)N([C@H](C)CO)C[C@H](C)[C@@H](CN(C)S(=O)(=O)c1cn(C)cn1)O2 | -6% | 16
CCOC(=O)C1=CCC(c2cccc3ccccc23)N(S(=O)(=O)c2ccc(C)cc2)C1 (stereo not given) | -2% | -19

3 compounds from above, sorted by count of non-hydrogen atoms, smallest number first.
SMILES | AMA1-RON2 inh | HCMV antiviral
O=C(Cc1ccccc1[N+](=O)[O-])NCC(=O)c1ccc2c(c1)OCO2 | 10% | -37
C[C@H](O)[C@@H]1C(=O)N2CCc3c([nH]c4ccccc34)[C@@H]2C[C@@H]1N(C)Cc1ccc2c(c1)OCO2 | 7% | 19
COc1ccccc1C#Cc1cnc2c(c1)C(=O)N([C@H](C)CO)C[C@H](C)[C@@H](CN(C)S(=O)(=O)c1cn(C)cn1)O2 | -6% | 16

Taken from the listing for reference:
SMILES | AMA1-RON2 inh | HCMV antiviral
OC[C@@H]1CN(Cc2ccc(F)cc2)C[C@H](n2cnc3c(NCc4ccco4)ncnc32)O1 | -12% | 17
CC(=O)c1ccc(N=Nc2c(C)[nH][nH]c2=O)cc1 | 7% | 9
CCN(C(=O)CN1CCCc2cc(C)ccc21)c1c(N)n(Cc2ccccc2)c(=O)[nH]c1=O | -4% | 43

Additional compounds.
SMILES | AMA1-RON2 inh | HCMV antiviral
O=C1NC(=O)C2(CCCCC2C2CCCCC2)N1 (stereo not given) | 0% | -8
CC(C)CNC(=O)C1(C)CCCN1C(=O)c1csnn1 (stereo not given) | 3% | 15
COc1ncnc2c1ncn2CCCN(C)Cc1ccco1 | 1% | -7
CC(C)(C)n1nnnc1C(C1CC1)N1CCN(C/C=C/c2ccccc2)CC1 (stereo not given) | 3% | 9
Clc1ccc2nc(-c3ccccc3)c(CC3CCCCC3)n2c1 | 7% | -3
Cc1ncoc1C(=O)NC1CCCc2c1cnn2-c1cc(F)cc(F)c1 (stereo not given) | -2% | -35
CC(C)(C)OC(=O)N1CCN(C(=O)OCC2c3ccccc3-c3ccccc32)CC1C(=O)O (stereo not given) | 56%[activator] | 0
O=C1C2CCCCN2C(=O)N1CCN1CCN(c2ccc(F)cc2)CC1 (stereo not given) | 13% | 18
C=CCOc1ccc(C(c2c(O)nc(SC)[nH]c2=O)c2c(O)nc(SC)[nH]c2=O)cc1 | -8% | -1
Clc1ccc(Br)c(-c2nc3ccccc3[nH]2)c1 | 6% | 71
CCS(=O)(=O)N1CCC(C(=O)OCC(=O)c2ccc(Br)cc2)CC1 | 9% | 21
CC(C)Cn1cnc2c(SCc3ccccn3)nc(N)nc21 | 13% | 1
CC(=O)NC(CCc1ccc(Cl)c(Cl)c1)c1cccc(O)c(=O)c1 (stereo not given) | 80%[activator] | -27
CCOC(=O)[C@]12Cc3cc(Cl)ccc3[C@H]1N(C(C)C)C(=O)c1ccccc12 | -10% | -99*
Cn1cc(-c2csc(C(O)c3ccc(F)c(F)c3)n2)cn1 (stereo not given) | 0% | -5
O=C(Nc1ccc2nc(N3CCOCC3)sc2c1)c1cc2ccccc2o1 | 14% | 44
Nc1ccccc1CCc1ccccc1N | 3% | -24
O=C(Cn1cc(COc2ccc(Br)cc2[N+](=O)[O-])nn1)c1ccc(O)cc1 | 20% | 17
Cc1nc2c(OCC(=O)c3ccc(F)cc3)cccn2c1N(C)Cc1cccs1 | 15% | 16
COc1cc(/C=C2/OC(=O)c3cc([N+](=O)[O-])ccc32)cc(OC)c1OC | -5% | 59
CSc1ccc(CN2CCC2(C)C(=O)NCc2cccs2)cc1 (stereo not given) | -13% | ?
O=C(Cc1ccc(NC(=O)C2CCCN(C(=O)CCc3ccccc3)C2)cc1)Nc1ccc(C(=O)N2CCOCC2)cc1 (stereo not given) | -3% | -17
Cc1cc(C)c(S(=O)(=O)NN=C2c3ccccc3[C@H]3Cc4csc[n+]4[C@@H]23)c(C)c1 | -11% | -27
O=C(O)c1ccc([N+](=O)[O-])c([N+](=O)[O-])c1 | 1% | -17
CC1(C(=O)Nc2cccc(NS(C)(=O)=O)c2)CCN1Cc1ccccc1OC(F)F (stereo not given) | -1% | ?
O=C(c1ccccc1)N(CCCn1ccnc1)C(c1ccccc1)c1nc2ccccc2[nH]1 (stereo not given) | 18% | 77
CN1CC(O)(C(O)C(O)C(O)CO)SC1=S (stereo not given) | 168%[activator] | -15
CCOc1ccccc1C(c1c(O)nc(SC)[nH]c1=O)c1c(O)nc(SC)[nH]c1=O | -3% | -27
COc1cccc(-c2cnc(C(O)c3ccccc3OC)[nH]2)c1 (stereo not given) | -3% | 0
COc1ccc(-c2[nH][nH]c(=O)c2NC(=O)c2ccc(C)cc2)cc1 | -1% | -5
C=C(C)CN1C(=O)C2(OCCO2)c2cc(Br)ccc21 | 3% | 13
O=C(Nc1ccc(F)c(Cl)c1)c1cc(C2CCCN(S(=O)(=O)c3cccs3)C2)on1 (stereo not given) | 14% | 12
CN(C)CCNC(=O)c1ccc(-c2cnn(C)c2)c2ccoc12 | -3% | 20
COCC#Cc1cnc2c(c1)C(=O)N([C@H](C)CO)C[C@H](C)[C@@H](CN(C)S(=O)(=O)c1ccccc1)O2 | -10% | 21
COc1cc(/C=C/C(=O)O)cc(OC)c1O | -23% | ?
O=C(CCCN1C(=O)/C(=C\c2cccs2)SC1=S)Nc1ccccc1O | -8% | -93*

The list is partial, so the mix of outcomes need not match the whole.
